Compound activity: PubChem, National Center for Advancing Translational Sciences (NCATS)
TrxR1 substrate: qHTS Assay for Substrates of Mammalian Selenoprotein Thioredoxin Reductase 1 (TrxR1): qHTS. purified TrxR1 substrate turnover, NADPH consumption readout. Potency, µM (top dose mostly 114 µM), for inactives: at the highest dose activity change, negative = substrate turnover. 0.01% of 390,000 active; note: potency is the fitted concentration of half-maximal effect; % is set by controls: 0 for no effect and ±100 for the full control effect; nearly all actives have a fitted effect of over 50% in size
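Rat TrxR1, dispensed at 90 nM, was prereduced with 400 uM NADPH (final) for 5 min at ~22 deg C, then incubated with compound 15 min before 400 uM selenite. A first-read NADPH fluorescence drop versus no-compound background flagged substrates.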
USP1-UAF1 inh: Inhibitors of USP1/UAF1: Primary Screen. 0.23% of 390,000 active. Potency, µM (doses to about 57.1 µM), without a hit: top-dose activity change, negative = inhibition, most hits filed as inhibitors. recombinant USP1/UAF1, Ub-Rhodamine cleavage fluorescence. Ubiquitin carboxyl-terminal hydrolase 1 (Homo sapiens), O94782; note: potency is the fitted concentration of half-maximal effect; % is set by controls: 0 for no effect and ±100 for the full control effect; nearly all actives have a fitted effect of over 60% in size; inactives centre near -12
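1 nM enzyme complex + cpd, 15 min RT; start with Ub-Rho 150nM final; kinetic fluorescence ex 480/em 540, 6 reads q60 s. Buffer 50mM HEPES pH 7.8, 0.5mM EDTA, 0.1 mg/ml BSA, 1mM TCEP, 0.01% Tween-20.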
Vif-A3G inh: qHTS for Inhibitors of Vif-A3G Interactions: qHTS | Potency, µM (titrated, usually from 46.1 µM), without a hit: at the top dose activity, negative = active, actives largely listed as inhibitors | DNA dC->dU-editing enzyme APOBEC-3G (Homo sapiens), Q9HC16 | HeLa A3G-eYFP + Vif (tagged APOBEC3G with the HIV-1 protein that degrades it), YFP fluorescence, overnight | AID 602310, 2012 | 0.076% of 410,000 active;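 note: potency is the fitted concentration of half-maximal effect; % is set by controls: 0 for no effect and ±100 for the full control effect; nearly all actives have a fitted effect of over 60% in size; hits raise eYFP signal because A3G escapes Vif-driven loss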
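HeLa cells stably expressing Vif and C-terminally eYFP-tagged A3G, seeded overnight at 37 deg C, then exposed to compound by pintool overnight at 37 deg C. Rise in yellow fluorescence (Ex 488/Em 500-530, Acumen) marks blocked Vif-driven A3G degradation.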
RXFP1 ag: qHTS Assay for Agonists of the Relaxin Receptor RXFP1; Relaxin receptor 1 (Homo sapiens), Q9HBX9; HEK293T-RXFP1 cAMP TR-FRET, 30 min; response scale: percent of porcine relaxin response, buffer zero; Potency, µM (doses to about 57.5 µM), inactives show top-dose activation, usual class: activators; 0.3% of 370,000 active; AID 2676, 2010; note: potency is the fitted concentration of half-maximal effect; % is set by controls: 0 for no effect and ±100 for the full control effect; nearly all actives have a fitted effect of over 60% in size; many of its hits are not listed in these tables
Target sequence (Q9HBX9 whole entry, looked up): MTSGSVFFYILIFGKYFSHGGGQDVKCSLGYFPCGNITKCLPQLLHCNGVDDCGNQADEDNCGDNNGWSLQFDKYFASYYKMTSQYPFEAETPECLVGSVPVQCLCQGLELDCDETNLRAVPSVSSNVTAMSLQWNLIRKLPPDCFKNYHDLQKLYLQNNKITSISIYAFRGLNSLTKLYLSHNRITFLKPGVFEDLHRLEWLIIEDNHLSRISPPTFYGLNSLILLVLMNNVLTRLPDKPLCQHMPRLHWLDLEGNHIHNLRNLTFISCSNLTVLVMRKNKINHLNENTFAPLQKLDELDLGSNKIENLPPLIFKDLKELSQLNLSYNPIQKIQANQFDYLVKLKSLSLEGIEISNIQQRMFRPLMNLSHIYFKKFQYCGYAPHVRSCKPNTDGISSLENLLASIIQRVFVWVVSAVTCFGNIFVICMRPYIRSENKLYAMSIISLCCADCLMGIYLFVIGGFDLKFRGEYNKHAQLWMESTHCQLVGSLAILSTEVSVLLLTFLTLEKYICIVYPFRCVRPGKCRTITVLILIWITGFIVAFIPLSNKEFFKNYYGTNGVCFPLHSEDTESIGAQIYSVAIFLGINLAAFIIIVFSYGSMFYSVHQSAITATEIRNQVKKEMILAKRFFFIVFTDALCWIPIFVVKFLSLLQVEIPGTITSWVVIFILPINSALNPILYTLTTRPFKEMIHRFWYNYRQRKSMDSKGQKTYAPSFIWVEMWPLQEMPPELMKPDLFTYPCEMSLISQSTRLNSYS
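cAMP rise read by TR-FRET after 30 min, 37C compound exposure (up to 58 uM) in RXFP1-transfected HEK293 cells with Ro 20174 present. EC50 from Hill-equation fits, with 29 nM porcine relaxin as 100% and buffer as basal.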
PI4K2A block: qHTS for small molecular inhibitors of PI4K2A; Phosphatidylinositol 4-kinase type 2-alpha (Homo sapiens), Q9BTU6; purified PI4K2A, ADP-Glo luminescence, 1 h; hits give low values; activity change, negative = inhibition, % at 76.9 µM; 0.13% of 420,000 active; in the data active = activity change below about -50%; inconclusive = mostly about -30% to -49%;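 note: -100% = wells without enzyme as full effect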
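Compounds are screened against recombinant PI4K2A using PI as substrate and ATP, the latter dispensed at 300 microM. Reactions run one hour at ambient temperature before ADP-Glo detection; full inhibition defined by wells lacking enzyme.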
IDH1 R132H inh: qHTS for Inhibitors of mutant isocitrate dehydrogenase 1 (IDH1): qHTS. Isocitrate dehydrogenase [NADP] cytoplasmic (Homo sapiens), O75874. IDH1-R132H enzyme, NADPH consumption, diaphorase/resazurin fluorescence. Potency, µM (titrated, usually from 76.6 µM), inactives show at the highest dose activity change, negative = inhibition, hits mostly inhibitors. 0.093% of 390,000 active. AID 602179, 2012; note: potency is the fitted concentration of half-maximal effect; % is set by controls: 0 for no effect and ±100 for the full control effect; nearly all actives have a fitted effect of over 65% in size
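IDH1-R132H (0.5 ug/mL dispensed) in pH 7.5 Tris buffer was preincubated 30 min with compound, then given a substrate mix of 0.016 mM NADPH and 2 mM alpha-KG for 80 min at room temperature; remaining NADPH was read by diaphorase/resazurin fluorescence.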
Glioma ERSR ind: qHTS for Inducers of the Endoplasmic Reticulum Stress Response (ERSR) in Human Glioma: qHTS; U87-MG GRP78 promoter luciferase reporter, 16 h; Potency, µM, for the others: at the highest dose activation, most hits filed as activators; 0.02% of 420,000 active; AID 602332, 2012; note: potency is the fitted concentration of half-maximal effect; series mostly up to about 76 µM; % of control where 0% means no effect; nearly all actives have a fitted effect of over 35% in size
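Stably transfected U87-MG glioma cells carrying a GRP78-based luciferase sensor; 16 h compound incubation. Luminescence end-point read 10 min after Bright-Glo addition at room temperature.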
Vif-A3F inh: qHTS for Inhibitors of Vif-A3F Interactions: qHTS; 0.2% of 390,000 active; AID 602313, 2012; HeLa A3F-eYFP + Vif (tagged APOBEC3F with the HIV-1 protein that degrades it), YFP fluorescence increase; Potency, µM (doses to about 46.1 µM), for inactives: top-dose activity, negative = active; note: potency is the fitted concentration of half-maximal effect; % of control where 0% means no effect; nearly all actives have a fitted effect of over 65% in size
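HeLa cells stably expressing A3F-eYFP plus Vif, plated and incubated overnight at 37 deg C, then exposed to compounds overnight at 37 deg C. Blocked degradation read as raised yellow fluorescence (Ex 488/Em 500-530).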
LDHA block: qHTS assay for inhibitors of human lactate dehydrogenase | L-lactate dehydrogenase A chain (Homo sapiens), P00338 | purified LDHA, NADH/diaphorase-resazurin fluorescence; hits give low values | activity change, % (values are at about 110 or 230 µM) | 0.15% of 480,000 active; in the data active = activity change below about -30%; inconclusive = mostly about -25% to -30%;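 note: plate controls were DMSO wells for no effect and wells without enzyme for full effect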
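LDH5 2 nM; NADH 0.06 mM, pyruvate 0.2 mM; 200 mM Tris pH 7.4, EDTA, Tween-20; 5 min RT. Detection: diaphorase 0.133 mg/mL + resazurin 37 µM, fluorescence ex540/em590 at 0 and 20 min; normalized to enzyme-free and DMSO wells.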
* = called active by the depositor; ? = inconclusive; nt = not tested or not shown; [ ] = dose if it differs, or a comment. Unless noted, calls come from the whole dose curve; as a rule, active = well fitted curve in the direction sought with a large enough effect; inconclusive = small, poorly fitted or top-dose-only effect, or another doubt; inactive = no such curve, though single readings can be large; an effect the other way counts as inactive or inconclusive. Not all compounds are listed; the hit share may differ from the screen's.

Values run as follows: RXFP1 ag	Glioma ERSR ind	LDHA block	IDH1 R132H inh	Vif-A3G inh	TrxR1 substrate	Vif-A3F inh	PI4K2A block	USP1-UAF1 inh
> CCOC(=O)c1c(N)sc(N)c1C(=O)OCC
 : -3.5%	-5%	26	-12%	2%	-3%	-24%	0	-21%
> COc1ccc([C@@H]2C[C@H]3[C@@H](CN2S(=O)(=O)c2ccccc2)C(=O)C[C@@H](c2ccccc2F)N3S(=O)(=O)c2ccc(C)cc2)cc1
 : nt	-3%	-6	12%	-3%	nt	-5%	5	-15%
> NC(=S)N=Nc1c(O)n(CCCl)c2ccccc12
 : -0.3%	-3%	0	-1%	2%	-11%[57.1 µM]	?	0	-13%
> Cc1ccc(-n2c(C)cc(/C=N/NC(=O)Cn3c4ccccc4c(=O)c4ccccc43)c2C)cc1
 : 0.3%	0%	-1	3%	-8%	17%[57.1 µM]	0%	9	-18%
> CCOc1ccc(CCN2C(=S)N([C@@H](Cc3ccc(O)cc3)CN3CCC[C@@H]3CN3C(=S)NC[C@@H]3CC(C)C)C[C@@H]2CC(C)C)cc1
 : nt	1%	-7	nt	1%	nt	nt	0	nt
> C=Cc1ccc(Cn2c(C(=O)O)c(CNC3CCCC3)c3ccc(C)cc32)cc1
 : 0.1%	-4%	-1	2%	3%	1%	1%	-1	-29%
> CCCCOc1ccccc1C(=O)N(Cc1cccc(F)c1)C1CCS(=O)(=O)C1 (configuration not stated)
 : 0.0%	0%	-1	-10%	-2%	-5%	1%	-2	-10%
> COC(=O)c1c[nH]n2c(=O)c(Cc3ccc(F)cc3Cl)c(C)nc12
 : 1.4%	0%	6	3%	2%	7%	-6%	2	5%
> Cc1ccc(C)c(NC(=O)C(Sc2cccc[n+]2[O-])c2ccccc2)c1 (configuration not stated)
 : 0.6%	-5%	-1	0%	-4%	5%[57.1 µM]	?	-1	-8%
> CCCN(Cc1ccc(N(C)C)cc1)CC1CC1
 : -1.1%	-7%	-8	5%	-2%	9%	2%	4	-16%
> C/C(=N/NC(=O)CN1CCN(S(=O)(=O)c2ccc(C)cc2)CC1)c1cccc(O)c1
 : -0.5%	-5%	-1	-5%	-1%	0%	3%	-7	2%
> Cc1ccc(-c2nnn(CC(=O)N(CC(=O)NC3CCCCC3)c3ccc(F)c(Cl)c3)n2)o1
 : 0.7%	-9%	-5	-2%	2%	-11%	3%	-9	-2%
> Oc1ccc(-c2cc(-c3ccc(O)cc3)nc(-c3ccccc3)n2)cc1
 : -0.3%	7%	-2	-9%	-8%	3%	-3%	-2	-9%
> CCc1cc(C(=O)NN2C(=O)NC3(CCCCC3)C2=O)sc1C
 : 0.6%	-3%	-3	1%	0%	0%	-7%	-3	5%
> O=C(CSc1nnc(-c2ccco2)n1-c1ccccc1)N1CCOCC1
 : 0.5%	-4%	1	6%	2%	9%	-5%	5	-4%
> COc1ccc(OC)c(NC(=O)COc2ccc3c(c2)CCC3)c1
 : 0.2%	-1%	1	-5%	1%	4%	1%	1	-24%
> Cc1cc(Cl)cc(Br)c1OCCCCn1cncn1
 : -0.2%	-3%	?	7%	2%	-2%	-12%	4	-17%
> CN1CCN(C(=O)/C=C/c2ccc([N+](=O)[O-])o2)CC1
 : 0.8%	-9%	4	-12%	-18%	1%[2.29 µM]	?	-1	-29%
> FC(F)Oc1ccc(-c2csc(Cc3nnc4n3CCCCC4)n2)cc1
 : 1.1%	0%	-5	-1%	4%	-7%	4%	-4	-15%
> CCCCNC(=O)C1(C)CCCCN1C(=O)c1cccs1 (configuration not stated)
 : nt	-2%	-5	nt	1%	nt	nt	-1	nt
> COc1ccc(CNC(=O)COC(=O)CN2C(=O)C3CC=CCC3C2=O)cc1 (configuration not stated)
 : nt	-1%	-1	-6%	3%	-5%[2.29 µM]	-17%	4	-7%
> COCCNC(=O)C1(C)CCN(C(=O)c2cccc(C)c2C)C1 (configuration not stated)
 : nt	-6%	-5	nt	2%	nt	nt	1	nt
> CCOC(=O)c1c(S(=O)(=O)N2CCCC(C(=O)N3CCN(c4ccc(F)cc4)CC3)C2)c(C)n(C)c1C (configuration not stated)
 : 1.8%	-4%	-5	0%	2%	-2%[57.1 µM]	-7%	3	-14%
> CCCCN1C(=O)/C(=C2/Sc3ccc(OC)cc3N2CC)SC1=S
 : -2.5%	-3%	-9	-7%	0%	-2%	-3%	0	-12%
> Cc1ccc(C)c(Cn2nnc3c(=O)[nH]c(C4CCCN(C(=O)C5CCC5)C4)nc32)c1 (configuration not stated)
 : 0.2%	-2%	-10	-3%	0%	1%	-4%	1	-15%
> Cn1c(NC(=O)C2CCCC2)cc(=O)n(C)c1=O
 : -0.7%	-4%	-4	-6%	-9%	6%	1%	-1	6%
> CCOC(=O)c1c(NC(NC(=O)C(C)C)C(Cl)(Cl)Cl)sc2c1CCC2 (configuration not stated)
 : 0.8%	-4%	-2	2%	-10%	-9%	0%	-3	-11%
> C(=N\NC1=Nc2cccc3cccc1c23)/c1ccccc1
 : 0.9%	1%	10	31%	-5%	-12%	?	4	38%[activator]
> COc1ccc(OCCNS(=O)(=O)c2ccccc2)cc1
 : 0.9%	0%	-2	2%	-5%	-7%[57.1 µM]	2%	3	-23%
> Cc1cc(C)c2ccc(=O)n(CC(=O)N/N=C/c3ccccc3Cl)c2n1
 : 0.1%	-2%	-7	4%	-6%	5%	26%	-3	-13%
> O=c1cc(Br)c(O)c(Br)cc1Br
 : nt	-4%	27	9%	-2%	-3%	?	-10	-27%
> CCCc1nc2ccccc2c(C(=O)OCC(=O)NCc2ccco2)c1CC
 : 1.5%	0%	-10	-1%	0%	0%	2%	-1	-16%
> Cn1nc(C(F)(F)F)c(-c2ccc(Br)cc2)c1NC(=O)Nc1ccc(F)cc1F
 : 5.1%	0%	-3	-9%	-12%	-2%[57.1 µM]	-17%	3	-15%
> COc1ccccc1NC(=O)C(=O)NCC(c1ccc2c(c1)OCO2)N1CCN(C)CC1 (configuration not stated)
 : -1.4%	1%	-4	17%	3%	3%[57.1 µM]	2%	3	-16%
> CC(C)c1ccc(C(=O)Nc2ccc(CN3CCOCC3)cc2)cc1
 : 6.0%	-4%	-10	9%	-4%	-2%	-27%	-5	-12%
> COc1ccc2c(CC(=O)OCC(=O)N3CCc4ccccc43)coc2c1
 : 2.5%	-6%	2	4%	0%	-5%	2%	-10	-24%
> Cc1ccc(-c2nc(-c3cccnc3)sc2CC(=O)Nc2ccc(C)c(Cl)c2)cc1
 : -0.6%	0%	7	9%	-3%	-3%	1%	-14	-10%
> Cc1ccc(C)c(NC(=O)CC2NCCNC2=O)c1 (configuration not stated)
 : 3.5%	-3%	-4	6%	-2%	7%	-9%	-7	-22%
> Cc1c(CCOC(=O)CC23CC4CC(CC(C4)C2)C3)sc[n+]1CC(=O)c1ccc(Br)cc1
 : 3.7%	-7%	0	3%	-9%	-7%[57.1 µM]	0%	0	-13%
> Cc1ccc(N2C(=O)N(CC(=O)NC(N)=O)C(=O)C2C)cc1 (configuration not stated)
 : 1.0%	-7%	-1	0%	1%	-5%	-13%	0	-9%
> O=C(O)c1ccc(C(=O)c2ccc3c(c2)C(=O)N(Cc2ccco2)C3=O)cc1
 : 0.1%	-5%	-4	2%	5%	-2%	-5%	-3	-3%
> COc1ccc2c(c1)cc1n2CCN=C1NN
 : 1.3%	-3%	-1	5%	0%	109%[activator]	1%	-7	-19%
> Nc1c(C(=O)OCC(=O)Nc2cccc([N+](=O)[O-])c2)[nH]c(=O)[nH]c1=O
 : nt	-4%	-15	5%	2%	-6%	4%	-9	-5%
> Cc1cccc(NC(=O)c2ccc(S(=O)(=O)NCc3cccnc3)cc2)c1C
 : 2.9%	-4%	1	1%	0%	8%[0.0914 µM]	-7%	-2	-10%
> COc1ncnc2c1oc1nc(CC(C)C)c3c(c12)CCCC3
 : -1.8%	-4%	-5	1%	4%	-3%	8%	5	-1%
> CCOC(=O)C1=CCC2c3c(c4ccccc4n3C)C(=O)C1N2C(=O)OC(C)(C)C (configuration not stated)
 : -0.2%	-4%	-9	-3%	-14%	-11%	-7%	-3	1%
> Cc1nc2nc(SCC(=O)NCCCN3CCCC(C)C3)nn2c(C)c1Cc1ccccc1Cl (configuration not stated)
 : 5.6%	-4%	-2	0%	3%	6%[57.1 µM]	2%	-4	-17%
> COc1ccc(C(=O)Sc2ccc(C)cc2)cc1OC
 : 3.4%	3%	-6	9%	-3%	12%[57.1 µM]	-6%	7	-27%
